# From PubChem
# NPY-Y1 antag – blocks the human neuropeptide Y Y1 receptor; P25929; HEK293-CNG Y1 cells, membrane potential fluorescence; NPY at EC95, then isoproterenol; inhibition, % at 3.6 µM; actives 1% (n = 200,000);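 active = inhibition above the campaign mean inhibition of all tested compounds plus 3 SD, cut at about 20% in these data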;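 also: 0% = DMSO wells given NPY plus isoproterenol and 100% = isoproterenol alone without NPY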
# Target sequence (P25929 whole entry, looked up): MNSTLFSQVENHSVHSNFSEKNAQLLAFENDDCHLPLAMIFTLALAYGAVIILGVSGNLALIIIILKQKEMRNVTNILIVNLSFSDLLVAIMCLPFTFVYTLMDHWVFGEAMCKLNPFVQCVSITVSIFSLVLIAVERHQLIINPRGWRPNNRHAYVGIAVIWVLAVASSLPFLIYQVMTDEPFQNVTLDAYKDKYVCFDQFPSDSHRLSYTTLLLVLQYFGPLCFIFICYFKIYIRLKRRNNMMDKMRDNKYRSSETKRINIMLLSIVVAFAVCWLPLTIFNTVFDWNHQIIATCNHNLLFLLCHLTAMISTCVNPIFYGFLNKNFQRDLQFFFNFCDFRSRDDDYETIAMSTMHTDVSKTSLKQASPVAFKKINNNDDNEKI
#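 Test system – HEK293 Y1/CNG channel cell line · Also added – NPY agonist 25 nM, then isoproterenol 1 µM plus Ro 20-1724 25 µM · Compound dosing – one concentration, 3.6 µM, in 0.4% DMSO · Schedule – compound incubation 1 h at room temperature, readout 45 min post-stimulation · Technique – fluorescence, membrane potential probe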
# RBBP9 inh – human RBBP9 hydrolase inhibition; O75884; recombinant RBBP9, FP-Rh probe fluorescence polarization; inhibition, % at 7.94 µM; actives 0.2% (n = 220,000);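 active = inhibition above the campaign mean of all tested compounds plus 3 SD, cut at about 14% in these data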;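 also: plate controls were DMSO wells with RBBP9 for no effect and wells lacking RBBP9 protein for full effect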
#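 Measured by – fluorescence polarization · Test system – RBBP9 protein · Input – 2.5 µM RBBP9 dispensing solution, before mixing · Measure – percent inhibition from mP, scaled between DMSO and no-protein wells · Benchmarks – DMSO-treated enzyme wells and wells lacking RBBP9 · Times – preincubation 30 min plus labeling 45 min at 25 °C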
# Runt-CBFb FRET – blocks binding of human RUNX1 Runt domain to CBFb; Cerulean-Runt/Venus-CBFb FRET ratio 530/480, 1 h; actives 0.46% (n = 220,000); inhibition, % at 20 µM; Q01196+Q13951; AID 1496;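 active = inhibition over about 50% at 20 µM in the single-dose screen, limit read from the data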;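 also: 0% = DMSO wells and 100% = excess unlabeled CBFb competitor control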
#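 Assay system: Cerulean-Runt domain / Medium: Tris 50 mM pH 7.5, KCl, K2SO4, 0.01% BSA / Timing: protein complex preformed 1 h, compound exposure 1 h, room temperature, dark / Measured by: FRET, excitation 422 nm, emission at 530 and 480 nm / Evaluation: loss of energy transfer signal / Control set: 5 µM unlabeled CBFb as full-inhibition high control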
# NPY1 pot ag – human NPY-Y1 potentiation or agonism, primary screen. P25929. activation, % at 3.6 µM. actives 0.37% (n = 220,000). NPY-Y1 expressing cells, potentiator/agonist activation; in the data active = activation above about 33%, passing the limit was not always enough;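 also: cells stimulated with NPY at EC10 then isoproterenol at EC100; 0% = low agonist plus stimulus and 100% = saturating agonist plus stimulus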
# S1P4 antag – antagonists of human S1P4 receptor; S1P4-expressing cells, antagonist mode, reporter read-out; inhibition, % at 4.98 µM; actives 0.26% (n = 220,000); AID 1510; in the data active = inhibition above about 29%;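 also: 0% = wells stimulated with agonist and 100% = vehicle wells without agonist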
# NPY-Y2 PAM-ag – potentiators or agonists of human neuropeptide Y receptor Y2; activation, % at 3.6 µM; AID 1359; cells expressing NPY-Y2, potentiator/agonist read-out; actives 0.45% (n = 220,000); in the data active = activation above about 27%;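 also: cells stimulated with NPY near EC25 plus isoproterenol at EC100; 0% = vehicle plus submaximal agonist and 100% = vehicle plus saturating agonist; some results beyond the cut were filed as inactive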
# Target sequence (P49146 whole entry, looked up): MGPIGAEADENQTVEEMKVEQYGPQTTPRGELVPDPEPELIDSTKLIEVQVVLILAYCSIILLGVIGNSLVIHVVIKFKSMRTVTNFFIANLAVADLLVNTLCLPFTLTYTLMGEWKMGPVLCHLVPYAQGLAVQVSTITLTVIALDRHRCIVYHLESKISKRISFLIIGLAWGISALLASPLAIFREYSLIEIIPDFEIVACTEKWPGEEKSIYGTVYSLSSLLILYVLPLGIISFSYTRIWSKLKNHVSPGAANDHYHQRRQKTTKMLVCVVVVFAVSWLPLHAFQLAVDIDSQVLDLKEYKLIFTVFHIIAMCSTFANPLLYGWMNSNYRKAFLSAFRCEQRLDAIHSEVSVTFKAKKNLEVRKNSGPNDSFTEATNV
# BaF3 tox – counter-screen for JAK2V617F inhibitors: parental Ba/F3 viability inhibitors. inhibition, % at 5.6 µM. actives 1.1% (n = 220,000). CellTiter-Glo ATP luminescence;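 active = inhibition above a per-campaign cutoff, the mean inhibition of all tested compounds plus 3 SD, cut at about 27% in these data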;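 also: 0% = DMSO wells and 100% = JAK Inhibitor I control wells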
# S1P4 ag – activates the human S1P4 receptor. actives 0.35% (n = 220,000). activation, % at 4.98 µM. AID 1509. S1P4-expressing cell line, agonist reporter assay; in the data active = activation above about 11%;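 also: 0% = DMSO vehicle and 100% = reference agonist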
# Ba/F3 V617F tox – loss of viability in JAK2V617F-driven Ba/F3 cells; inhibition, % at 5.6 µM; actives 1.1% (n = 220,000); Ba/F3 EpoR-JAK2V617F viability, ATP luminescence; AID 1446;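 active = inhibition above the campaign mean plus 3 SD over all tested compounds, cut at about 24% in these data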;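 also: cytokine-independent growth of Ba/F3 cells driven by EpoR plus mutant JAK2; 0% = DMSO-treated cells and 100% = JAK inhibitor I control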
# The depositor's hits bear a star; . = not tested or not shown.
Molecule	S1P4 antag	NPY-Y1 antag	Ba/F3 V617F tox	BaF3 tox	RBBP9 inh	S1P4 ag	NPY-Y2 PAM-ag	Runt-CBFb FRET	NPY1 pot ag
COc1cc2c3c(c1)/C(=C1/SC(NC(C)=O)=NC1=O)C(=O)N3C(C)(C)C=C2C	-22	-6	-4	4	1	-0.3	21	7	2
O=C(Nc1ccccc1N1CCOCC1)C1CCN(S(=O)(=O)c2ccc(F)cc2)CC1	4	0	0	6	-3	-0.1	2	-2	1
CC(CN1CCOCC1)OC(=O)C(c1ccccc1)c1ccccc1 (configuration not stated)	-12	1	-2	6	-9	0.9	-15	2	-23
CCCCC(CCC(=O)Nc1cc([N+](=O)[O-])ccc1O)C(=O)O (configuration not stated)	2	1	-1	1	4	-1.3	-6	-3	5
Cc1ccc(C(=O)CSc2nnc(-c3snnc3C)n2C2CC2)cc1	1	.	1	-3	-9	-0.9	7	0	0
O=C(O)c1cc(C2CC2)nn1-c1ccccc1	2	4	-3	2	-2	-2.7	-18	-2	6
O=C(Oc1nsnc1N1CCOCC1)N1CCOCC1	-26	-3	-4	-2	-8	0.5	-5	1	14
Cc1cc(C(=O)NCc2ccco2)no1	-16	-1	2	4	-5	-0.4	-2	1	4
Cc1sc2nc(SCC(=O)OC(C)C)n(C)c(=O)c2c1C	-9	-3	-4	1	-7	-0.4	7	-3	-5
COc1cccc(C(=O)Nn2c(C)nnc2-n2nc(C)cc2C)c1	10	-1	-2	4	2	-1.1	2	0	10
CCCOc1ccc(NC(=O)c2c(-c3ccccc3)noc2C)cc1	-6	2	-1	7	5	-0.5	-5	0	-13
CSc1ccc2[nH]c(=O)cc(C)c2c1	-10	15	-1	2	-1	-1.3	-1	2	-30
O=[N+]([O-])c1ccc(N/N=C/c2ccccc2)c(F)c1	-3	2	-2	4	-4	0.9	4	-21	29
CCOc1ccc(NC(=O)Cn2nnc(-c3ccccc3F)n2)cc1	-26	11	-4	1	7	-3.8	2	0	-37
Cc1cccc(C)c1NC(=S)N1CCC(N(C)CC2CCCO2)CC1 (configuration not stated)	-8	-1	1	7	-7	3.5	-14	1	-7
CC(=O)c1c(C)oc2ccc(N(C(C)=O)S(=O)(=O)c3ccc(Cl)c([N+](=O)[O-])c3)cc12	-6	8	-6	0	-8	-0.5	-1	0	3
O=C(NCc1ccccc1)C(=O)NCC1OCCN1C(=O)c1ccc(Cl)cc1 (configuration not stated)	-6	0	1	5	-4	1.3	-15	1	5
CCOC(=O)C(=CNc1ccc(-c2ccco2)c(Cl)c1)C(=O)OCC	-9	.	-3	-5	-8	0.1	-4	-31	21
O=c1c2c3c(sc2ncn1-n1cccc1)CCCCC3	-3	3	5	7	-7	-0.2	-10	-4	-12
CCCCSc1nnc(-c2ccccc2)c2ccccc12	2	4	-2	4	-8	-0.2	2	-2	-3
CN1CCN(c2nc3c(c(=O)[nH]c(=O)n3C)n2Cc2cccc3ccccc23)CC1	-8	7	9	4	-2	1.5	-16	-1	-15
O=C(c1noc2c1CCCC2)N1CCN(c2ccc(F)cc2)CC1	1	2	-1	3	0	1.0	9	-2	-1
O=C(/C=C/c1ccccc1)Nc1cccnc1Oc1ccccc1F	0	.	1	-1	-9	0.1	-32	1	-28
COc1nc2ccc(C)cc2cc1-c1noc(-c2ccccc2)n1	3	0	-6	-1	0	-1.3	4	-3	7
CCCc1nc2oc3cc(OC)ccc3c(=O)c2c(=O)n1Cc1ccco1	-13	-1	1	8	-4	1.1	1	24	-11
Cc1ccc(S(=O)(=O)N2Cc3ccccc3CC2C(=O)Nn2cnnc2)cc1 (configuration not stated)	-8	3	-2	7	5	0.8	1	-2	9
Cc1ccc(C)c(Cn2nnc3c(=O)[nH]c(C4CCN(C(=O)c5cccs5)CC4)nc32)c1	12	-7	-3	2	0	-1.1	-3	-5	-4
Cc1nnc(SCc2nc3ccccc3[nH]2)s1	11	1	-1	1	5	-0.7	20	-1	-8
O=C1C2C3C=CC(C3)C2C(=O)N1c1cccc(-c2nc3ccccc3o2)c1 (configuration not stated)	15	8	-1	0	1	0.1	1	-1	16
O=C(CSc1nc2ccccc2o1)NCc1ccc2c(c1)OCO2	5	0	1	4	-1	1.4	-20	2	-39
Cc1sc2ncnc(OCC(=O)N3CCN(C(=O)c4ccco4)CC3)c2c1C	-7	-1	-2	-1	0	0.3	6	16	19
COCc1nnc(SCC(=O)Nc2cccc(Cl)c2C)n1-c1ccccc1	10	3	-1	2	-10	0.2	0	-1	7
COC(=O)c1cc(NS(=O)(=O)c2ccc3c(c2)CCC(=O)N3)cc(C(=O)OC)c1	-6	-5	-2	0	-3	-1.4	-12	-2	-9
Cc1ccccc1OCCNc1cc(N2CCNCC2)ccc1[N+](=O)[O-]	-4	7	0	11	1	-0.6	3	-4	7
CN1CC(=O)N(CC(=O)NCCc2ccc(F)cc2)c2ccccc2C1=O	-11	-2	0	0	-8	-2.0	-5	3	-15
CC(NC(=O)c1ccccc1)C(=O)N/N=C/c1cccc([N+](=O)[O-])c1 (configuration not stated)	-7	6	1	1	-3	1.9	-1	-1	2

# Reprinted at random: 4 entries already listed
Molecule	S1P4 antag	NPY-Y1 antag	Ba/F3 V617F tox	BaF3 tox	RBBP9 inh	S1P4 ag	NPY-Y2 PAM-ag	Runt-CBFb FRET	NPY1 pot ag
CC(CN1CCOCC1)OC(=O)C(c1ccccc1)c1ccccc1 (configuration not stated)	-12	1	-2	6	-9	0.9	-15	2	-23
Cc1ccc(C(=O)CSc2nnc(-c3snnc3C)n2C2CC2)cc1	1	.	1	-3	-9	-0.9	7	0	0
Cc1ccc(S(=O)(=O)N2Cc3ccccc3CC2C(=O)Nn2cnnc2)cc1 (configuration not stated)	-8	3	-2	7	5	0.8	1	-2	9
CN1CC(=O)N(CC(=O)NCCc2ccc(F)cc2)c2ccccc2C1=O	-11	-2	0	0	-8	-2.0	-5	3	-15

# Single records, from the list above. Values in the order: S1P4 antag, NPY-Y1 antag, Ba/F3 V617F tox, BaF3 tox, RBBP9 inh, S1P4 ag, NPY-Y2 PAM-ag, Runt-CBFb FRET, NPY1 pot ag
# CCCc1nc2oc3cc(OC)ccc3c(=O)c2c(=O)n1Cc1ccco1 reads -13, -1, 1, 8, -4, 1.1, 1, 24, -11
# Cc1sc2ncnc(OCC(=O)N3CCN(C(=O)c4ccco4)CC3)c2c1C reads -7, -1, -2, -1, 0, 0.3, 6, 16, 19
# COCc1nnc(SCC(=O)Nc2cccc(Cl)c2C)n1-c1ccccc1 reads 10, 3, -1, 2, -10, 0.2, 0, -1, 7
# O=C1C2C3C=CC(C3)C2C(=O)N1c1cccc(-c2nc3ccccc3o2)c1 (configuration not stated) reads 15, 8, -1, 0, 1, 0.1, 1, -1, 16

# Continued.
Molecule	S1P4 antag	NPY-Y1 antag	Ba/F3 V617F tox	BaF3 tox	RBBP9 inh	S1P4 ag	NPY-Y2 PAM-ag	Runt-CBFb FRET	NPY1 pot ag
COc1ccc(-c2nc3ccc(C(=O)NCC(OC)OC)cc3nc2-c2ccc(OC)cc2)cc1	3	7	5	7	-1	-3.3	-11	4	5
Cn1c(SCC(=O)NC(C)(C)C)nc(O)cc1=O	-7	1	-2	7	-1	-0.8	-16	1	-14
COc1ccc(C2c3sc(=O)[nH]c3SC3C(=O)N(c4ccccc4)C(=O)C32)cc1 (configuration not stated)	3	-3	-2	3	-1	1.1	1	4	2
Cn1c(=O)c2c(nc(NC(Cc3ccccc3)C(=O)O)n2Cc2ccccc2)n(C)c1=O (configuration not stated)	-11	2	-2	0	-1	-0.1	11	0	-1
Nc1cc(=O)[nH]c(SCC(=O)Nc2ccc([N+](=O)[O-])cc2)n1	6	.	-1	-5	-13	5.9	-1	1	25
CCC(=O)Oc1ccc2c(C)cc(=O)oc2c1C	-23	-4	0	2	-6	2.8	-2	11	3
CC1(C)C2CCC13CS(=O)(=O)NC3C2 (configuration not stated)	-1	0	1	-1	6	3.1	-11	-2	4
CC(C)(C)C(=O)Nc1ccc(S(=O)(=O)Nc2ccccn2)cc1	-10	5	-3	-2	-1	-1.3	-1	-2	7

# Some entries already given, showing only S1P4 antag, Runt-CBFb FRET and NPY-Y2 PAM-ag:
SMILES	S1P4 antag	Runt-CBFb FRET	NPY-Y2 PAM-ag
Nc1cc(=O)[nH]c(SCC(=O)Nc2ccc([N+](=O)[O-])cc2)n1	6	1	-1
CCC(=O)Oc1ccc2c(C)cc(=O)oc2c1C	-23	11	-2
